Growth percent in the NCI-60 one-dose screen (48 h, 10 µM unless noted): 100 = growth as untreated, 0 = no growth, -100 = all killed.
NCI-H460 = NCI-H460 lung cancer; hit rate 6.8% among 82,000
NCI-H226 = NCI-H226 lung cancer | hit rate 3.5% among 79,000 | AID 1794732
ACHN = ACHN renal cancer; hit rate 4.9% among 81,000
RXF 393 = RXF 393 renal cancer cells; hit rate 6.9% among 77,000
NCI-H522 = NCI-H522 lung cancer | hit rate 8% among 78,000 | AID 1794739
A498 = A498 renal cancer cells | hit rate 5.4% among 76,000 | AID 1794774
CAKI-1 = CAKI-1 renal cancer. hit rate 4.7% among 75,000
NCI/ADR-RES = NCI/ADR-RES ovarian cells. hit rate 4.4% among 81,000. AID 1794790
NCI-H23 = NCI-H23 lung cancer | hit rate 4% among 80,000 | AID 1794731
Starred values were filed as active, the others as inactive; . = not tested or not shown; [ ] = remark or other dose. Rule for the calls: active = growth percent below 10; inactive = the rest.

A first look, 2 compounds:
Sequence of screens – NCI-H460	NCI-H226	ACHN	RXF 393	NCI-H522	A498	CAKI-1	NCI/ADR-RES	NCI-H23
CC/C=C\C/C=C/C=C1\CC(CCO)=CC1=O
→ 106.3	98.9	106.1	112.9	80.4	84.5	109.4	106.0	99.1
O=C1OC(=O)C2C3CCC(C3)C12 (stereo not given)
→ 101.6	96.8	102.7	106.1	100.0	96.9	112.2	110.6	108.2

Main list, previewed entries included:
Sequence of screens – NCI-H460	NCI-H226	ACHN	RXF 393	NCI-H522	A498	CAKI-1	NCI/ADR-RES	NCI-H23
CC/C=C\C/C=C/C=C1\CC(CCO)=CC1=O
→ 106.3	98.9	106.1	112.9	80.4	84.5	109.4	106.0	99.1
O=C1OC(=O)C2C3CCC(C3)C12 (stereo not given)
→ 101.6	96.8	102.7	106.1	100.0	96.9	112.2	110.6	108.2
CCCCCC/C=C\C(=O)O
→ 108.5	102.7	116.2	110.2	.	112.3	116.0	110.5	110.0
Nc1nc2nc(N=Nc3ccc(S(=O)(=O)O)cc3)[nH]c2c(=O)[nH]1
→ 140.5	115.7	103.8	120.8	78.3	111.7	85.2	116.5	105.7
Cc1ccc(C2=NN(c3ccc(S(=O)(=O)NC(=O)NCc4ccccc4)cc3)C(c3ccccc3Cl)C2)c(C)c1 (stereo not given)
→ 74.3	70.5	74.1	97.1	103.6	83.6	73.9	86.4	74.5
COc1ccc(Oc2nc(Cl)nc(NC3CCCCCC3)n2)cc1
→ 93.8	95.3	100.0	108.6	87.3	90.9	92.0	99.1	.
CC(=O)c1ccc(NC(=O)CS(=O)(=O)c2nnc3n(Cc4ccccc4)c(=O)c4c(C)c(C(N)=O)sc4n23)cc1
→ 114.1	100.0	101.7	104.0	103.4	95.1	105.0	84.9	106.0
FC(F)(F)c1ccn(-c2ccc(C3=NNC(c4ccc[nH]4)C3)cc2)n1 (stereo not given)
→ 93.3	90.0	90.7	99.5	70.0	.	66.0	91.4	87.2
Cc1ccc2oc(=O)cc(CSc3nnc(-c4ccc(F)cc4)o3)c2c1
→ 102.5	86.8	104.8	109.6	65.0	92.9	97.7	87.3	85.3
CC1=CC(C)C(C(=O)O)C(C(=O)O)C1 (stereo not given)
→ 108.8	107.3	106.9	118.7	.	118.7	115.7	110.6	104.0
CCCN1C(=O)C(c2ccccc2)C(=O)N2C1=C1CCCN1C(=O)c1ccccc12 (stereo not given)
→ 108.8	94.0	105.9	113.9	77.8	98.6	.	95.8	98.3
CC(C)CCC[C@@H](C)[C@H]1CC[C@H]2[C@@H]3CC[C@H]4C[C@@H](N(C)C)CC[C@]4(C)[C@H]3CC[C@]12C
→ 106.6	102.3	102.2	110.9	100.5	99.3	100.1	99.0	99.9
COc1c(O)cc2c(c1CC=C(C)C)OC(=O)c1c(cc(O)c(CC=C(C)C)c1O)O2
→ 9.5*	88.1	30.2	-43.5*	.	115.6	50.6	-13.7*	-8.8*
Cc1cc(C)n2ncnc2n1
→ 105.7	92.3	105.6	110.3	82.8	97.3	108.6	105.8	102.5
CCCC1(C)COC(c2ccc(OC)cc2)OC1 (stereo not given)
→ 99.1	100.0	.	108.4	102.3	87.2	.	99.8	95.0
COc1ccc(-c2cc(-c3ccccc3)nc(SCCCC(=O)NO)n2)cc1
→ -10.3*	-8.3*	-17.8*	-40.8*	-7.7*	-44.3*	-16.4*	-40.5*	-33.3*
C=CCNc1ccccc1
→ 108.2	102.7	100.8	113.5	.	119.1	113.7	113.7	102.4
O=C(Nc1cccc(Cl)c1)Oc1cccnc1
→ 77.5	81.3	93.4	92.4	60.0	67.4	81.3	86.8	82.0
O=Cc1ncc(CO)s1
→ 108.9	102.7	99.5	111.2	78.7	109.5	99.2	98.9	103.1
Cc1nc2ccccc2n1C(=O)C[C@@H]1NC(=S)NC1=O
→ 104.0	92.4	96.5	108.4	96.8	94.9	91.5	101.4	95.5

Arranged by count of non-hydrogen atoms (lowest first): three of the compounds above
Sequence of screens – NCI-H460	NCI-H226	ACHN	RXF 393	NCI-H522	A498	CAKI-1	NCI/ADR-RES	NCI-H23
O=Cc1ncc(CO)s1
→ 108.9	102.7	99.5	111.2	78.7	109.5	99.2	98.9	103.1
Cc1ccc2oc(=O)cc(CSc3nnc(-c4ccc(F)cc4)o3)c2c1
→ 102.5	86.8	104.8	109.6	65.0	92.9	97.7	87.3	85.3
CC(=O)c1ccc(NC(=O)CS(=O)(=O)c2nnc3n(Cc4ccccc4)c(=O)c4c(C)c(C(N)=O)sc4n23)cc1
→ 114.1	100.0	101.7	104.0	103.4	95.1	105.0	84.9	106.0

Going on with the list:
Sequence of screens – NCI-H460	NCI-H226	ACHN	RXF 393	NCI-H522	A498	CAKI-1	NCI/ADR-RES	NCI-H23
O=S(=O)(NCCCNc1nccc(-n2cnc3ccccc32)n1)c1ccc(C(F)(F)F)cc1
→ 89.8	77.8	87.1	105.3	70.0	72.1	60.5	81.1	91.3
CCCCCCOc1ccc(C2(Cl)c3ccccc3N(C)c3ccccc32)cc1
→ -25.7*	29.5	61.0	57.0	55.4	86.6	61.7	52.3	24.5
COc1ccc2c(c1)CC[C@@H]1[C@@H]2CC[C@]2(C)c3c(cc(C#N)c4c3sc3ccccc34)C[C@@H]12
→ 115.5	99.2	104.9	105.6	96.5	108.6	103.4	101.0	99.4
O=c1[nH]c(-c2ccccc2)ncc1OCc1ccccc1
→ 112.5	112.9	112.4	113.8	122.2	108.5	111.9	113.6	106.5
Fc1ccc(-c2cc3nc(C(Cl)Cl)nc(-c4ccco4)n3n2)cc1
→ -17.3*	93.2	-35.3*	-65.6*	89.9	-38.6*	-23.7*	-18.9*	37.3
O=C(NNc1cc(N2CCCC2)nc(N2CCCC2)n1)c1ccccc1
→ 96.1	.	87.6	108.8	71.8	97.0	88.9	76.6	90.7
CCCCN1C(=O)/C(=c2\sc3n(c2=O)NC2C(N=3)N(CC)C(=S)N2CC)c2ccccc21 (stereo not given)
→ 82.4	91.3	92.8	.	78.6	70.2	61.5	94.1	97.1
Nc1nc(N)c(N=Nc2c(Br)cc(S(N)(=O)=O)cc2Br)c(N)n1
→ 105.2	91.9	113.5	107.1	97.9	96.4	99.0	106.8	.
O=C(NCc1ccccc1)Nc1cc(Cl)ccc1Cl
→ 99.4	104.1	110.8	101.2	93.5	94.5	87.5	114.0	109.0
COc1ccc(/C=C2\CCC3C(=O)CCCC3(C)C2=O)cc1 (stereo not given)
→ 113.5	93.4	105.9	112.4	90.2	100.3	91.8	98.8	95.3
O=c1ccn(C2CC(O)C(COC(c3ccccc3)(c3ccccc3)c3ccccc3)O2)c(=O)[nH]1 (stereo not given)
→ 91.2	91.7	86.4	86.5	53.6[100 µM]	98.6	127.3	85.0	100.8
CCOC(=O)/C(=C\c1ccc(Cl)cc1)C(C)=O
→ 104.9	92.0	91.4	99.7	95.0	93.7	96.8	100.4	99.3
CC(C)N(C)C(=O)CSc1ccc(Cl)cc1
→ 106.1	100.2	97.2	95.2	99.3	100.0	97.0	100.5	100.6
COC(=O)[C@]1(C(C)C)N[C@H](c2cn(-c3ccccc3)nc2-c2ccccc2)[C@@H]2C(=O)N(c3ccccc3)C(=O)[C@@H]21
→ 103.7	117.3	99.4	127.3	76.2	89.5	80.3	85.5	89.5
Cn1c2c(Cl)c(Cl)ccc2c2ccn3c(=O)c4ccccc4nc3c21
→ 103.6	90.8	93.0	116.5	84.8	120.2	89.1	99.4	89.0
COc1cc(-c2nc(SCCC(C)C)nc(NNC(=O)c3ccncc3)c2C#N)cc(OC)c1OC
→ 105.5	93.0	23.0	-16.7*	27.9	41.9	37.8	74.1	91.2
O=C1CCC(OC(c2ccc(Cl)cc2)c2ccc(Cl)cc2)N1 (stereo not given)
→ 108.7	102.2	105.7	120.0	87.0	.	105.1	92.6	96.9
Cn1ccc2c(c1=O)C(=O)c1nccc3c1c-2nc1ccccc13
→ -74.7*	83.1	21.3	40.8	-68.5*	87.6	61.0	41.0	-66.6*
CCC(=O)Nc1ccc(-c2nc(-c3cccc(O)c3)c(-c3ccnc(Br)c3)[nH]2)cc1
→ 20.9	74.2	82.8	-4.8*	57.8	70.5	65.1	96.5	86.0
C=CCOc1ccnc(-c2ccccc2)n1
→ 107.7	108.2	107.3	121.7	95.7	111.5	100.3	94.9	101.8

(more compounds)
compound | NCI-H460 | NCI-H226 | ACHN | RXF 393 | NCI-H522 | A498 | CAKI-1 | NCI/ADR-RES | NCI-H23
CSc1nn(-c2ccccc2)c2ncnc(Nc3ccc(Cl)cc3)c12 | 89.5 | 89.3 | 95.3 | 91.1 | 72.2 | 70.9 | 90.3 | 93.8 | 94.0
O=S1(=O)CCN(CCCCc2ccccc2)CC1 | 97.0 | . | 101.8 | 115.7 | 93.2 | 68.8 | 96.9 | 100.9 | 101.5
OC(C[n+]1ccccc1)c1ccccc1 (stereo not given) | 116.6 | 114.8 | 110.7 | 120.8 | 80.3 | 89.0 | 102.6 | 100.3 | 98.9
COc1ccc2c(c1)c(-c1noc(C(=O)c3cn(C)c4ncccc34)n1)cn2C | 99.0 | 90.5 | 88.6 | 82.8 | 89.6 | 108.3 | 84.9 | 94.8 | 78.0
CN1CCSC1=S | 104.2 | 105.2 | 105.2 | 103.2 | . | 111.5 | 104.2 | 105.8 | 103.6
ClNc1nc(NCl)nc(NCl)n1 | 104.8 | 113.6 | 109.2 | 108.3 | 94.7 | 92.2 | 94.0 | 109.3 | 111.9
O=C1CCC(N2CCSC2=S)N1 (stereo not given) | 107.9 | 106.5 | 103.9 | 125.3 | 92.1 | . | 97.0 | 103.2 | 99.9
CCCCCCCCCCCCCCCCCC[N+](C)(C)CC(=O)[O-] | 59.8 | 102.4 | 80.9 | 38.3 | 62.5 | 77.7 | 50.1 | 92.7 | 93.5
Oc1ccccc1C=Nc1ccccc1N=Cc1ccccc1O.[Cu+2] | 84.1 | 71.1 | 57.3 | 104.1 | 14.9 | 92.8 | 68.6 | 20.2 | 33.1
N#Cc1c(N)nc2c(nnn2-c2ccccc2Cl)c1N | 98.0 | 97.8 | 96.7 | 101.8 | 65.8 | 115.3 | 89.0 | 98.6 | 94.9
O=C(Cc1ccccc1)NNC(=O)N1c2ccccc2C=Cc2ccccc21 | 109.4 | 105.3 | 102.2 | 106.2 | 94.8 | 106.0 | 96.0 | 103.6 | 105.6
CCOC(=O)c1nn(C2CCCCO2)c2ccc(NC(=O)CSc3nnc(N)s3)cc12 (stereo not given) | 100.1 | 117.2 | 99.4 | 160.8 | 99.0 | 95.0 | 89.9 | 110.2 | 104.9
O=C(CNc1ccccc1)Cn1cc(COc2ccc(C=Nc3cnc4ccccc4c3)cc2)nn1 | 107.8 | 106.7 | 101.0 | 116.2 | 103.1 | 100.7 | 95.3 | 109.5 | 100.6
Cc1ccc(NC(=O)Nc2ccc(F)c(C(=O)c3c[nH]c4ncccc34)c2F)cc1 | 100.3 | 90.6 | 83.6 | 102.5 | 94.3 | 114.1 | 75.6 | 101.9 | 101.7
CCOC(=O)CC1CSC(N/N=C/c2ccc(F)c(F)c2)=N1 (stereo not given) | 114.6 | 100.8 | 105.7 | 109.6 | 70.4 | 98.1 | 95.1 | 106.4 | 96.4
c1cc[n+](Cc2c3ccccc3cc3c2ccc2ccccc23)cc1 | 42.8 | 26.3 | 103.1 | . | 18.4 | 80.2 | . | 99.3 | 16.9
Brc1cccc(-n2ncc3c(Nc4ccc(OCc5ccccc5)cc4)ncnc32)c1 | 105.1 | 84.6 | 99.5 | 90.3 | 90.8 | 100.5 | 93.0 | 94.4 | 91.2
CCCn1c(CC)nc([N+](=O)[O-])c1Sc1ncn[nH]1 | 102.6 | 102.6 | 98.0 | 95.7 | 94.7 | 106.3 | 87.9 | 110.8 | 106.6
CCn1c2ccc(/C=N/N(C)S(=O)(=O)CCN(C)C)cc2c2cc(/C=N/N(C)S(=O)(=O)CCN(C)C)ccc21 | 73.5 | 40.8 | 70.2 | 46.9 | 36.0 | 85.3 | 48.1 | 54.7 | 43.4

High-throughput results from PubChem BioAssay.
